GSTO1 counter: blocks human GSTO1 in RBBP9 counter-screen; P78417; recombinant GSTO1, activity-based probe fluorescence polarization; inhibition, % at 5.96 µM; 300,000 tested, 1.1% active; AID 1974;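 active means inhibition above the campaign mean inhibition plus 3 SD, cut at about 35% in these data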;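 further: 0% = GSTO1-1 with DMSO and 100% = wells lacking GSTO1-1 enzyme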
EBNA-1 inh: blocks EBNA-1 binding to DNA; EBNA-1 DNA binding, fluorescence polarization; 300,000 tested, 0.34% active; inhibition, % at 14.8 µM; in the data active means inhibition above about 28%
PAD4 inh: blocks human protein arginine deiminase 4 | Q9UM07 | recombinant PAD4, RCA probe fluorescence polarization | inhibition, % at 6.36 µM | 330,000 tested, 0.41% active | AID 485272;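 active means percent inhibition above a cutoff equal to the mean of all tested compounds plus 3 SD, cut at about 15% in these data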;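 further: 0% = PAD4 with RCA probe and DMSO and 100% = probe without PAD4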
Target sequence (Q9UM07 whole entry, looked up): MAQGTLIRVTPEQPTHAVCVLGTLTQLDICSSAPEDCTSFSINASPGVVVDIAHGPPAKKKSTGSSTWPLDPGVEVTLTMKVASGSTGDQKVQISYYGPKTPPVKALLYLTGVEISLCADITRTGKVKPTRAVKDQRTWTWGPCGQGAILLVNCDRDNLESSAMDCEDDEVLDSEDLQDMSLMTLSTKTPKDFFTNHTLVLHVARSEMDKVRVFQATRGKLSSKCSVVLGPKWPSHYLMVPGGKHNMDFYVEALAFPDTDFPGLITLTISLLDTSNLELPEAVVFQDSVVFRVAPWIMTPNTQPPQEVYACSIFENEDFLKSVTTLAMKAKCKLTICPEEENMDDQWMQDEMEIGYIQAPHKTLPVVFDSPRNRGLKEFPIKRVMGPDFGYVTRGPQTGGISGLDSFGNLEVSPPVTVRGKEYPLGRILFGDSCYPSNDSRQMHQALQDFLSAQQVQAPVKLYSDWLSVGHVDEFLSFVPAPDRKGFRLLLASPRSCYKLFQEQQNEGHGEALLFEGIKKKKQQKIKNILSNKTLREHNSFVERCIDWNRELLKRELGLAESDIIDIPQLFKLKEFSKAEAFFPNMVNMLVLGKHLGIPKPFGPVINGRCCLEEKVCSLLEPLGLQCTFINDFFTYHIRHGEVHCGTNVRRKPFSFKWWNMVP
PAFAH1B3 inh: blocks human PAF acetylhydrolase 1B catalytic subunit 3 | Q15102 | recombinant PAFAH1B3, FP-rhodamine probe, fluorescence polarization | inhibition, % at 3.39 µM | 340,000 tested, 0.28% active | AID 492972;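 active means inhibition above the screen-wide average of all tested compounds plus 3 SD, cut at about 25% in these data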;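 further: 0% = enzyme with DMSO only and 100% = wells lacking PAFAH1B3 protein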
ZTA counter: ZTA (EBV) inhibition in EBNA-1 counter-screen | P03206 | ZTA-DNA binding, fluorescence polarization | inhibition, % at 11 µM | 320,000 tested, 0.15% active | AID 2234; in the data active means inhibition above about 33%
PREPL inh: inhibits the human prolyl oligopeptidase-like enzyme; recombinant PREPL, fluorescence polarization activity-based probe; Q4J6C6; 320,000 tested, 0.68% active; AID 2751; inhibition, % at 5.96 µM; in the data active means inhibition above about 43%;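 further: 0% = enzyme with DMSO and 100% = wells lacking enzyme; many of its hits are not listed in these tables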
LYPLA2 inh: blocks human lysophospholipase 2, a PME1 counter-screen. O95372. 320,000 tested, 0.38% active. inhibition, % at 5.9 µM. recombinant LYPLA2, FP-Rh probe fluorescence polarization. AID 2177;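 active means inhibition above the screen-wide mean plus 3 SD, limit set per campaign, cut at about 26% in these data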;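 further: 0% = LYPLA2 with DMSO and 100% = wells lacking LYPLA2 enzyme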
Target sequence (O95372 whole entry, looked up): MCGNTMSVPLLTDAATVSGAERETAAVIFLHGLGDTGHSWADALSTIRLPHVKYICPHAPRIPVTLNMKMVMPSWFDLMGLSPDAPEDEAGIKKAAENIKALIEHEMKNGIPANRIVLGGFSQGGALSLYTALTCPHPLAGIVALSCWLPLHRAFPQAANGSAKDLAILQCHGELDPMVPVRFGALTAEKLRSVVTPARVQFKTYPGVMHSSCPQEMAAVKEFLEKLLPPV
PAFAH2 FP inh: PAFAH2 (human) inhibition; recombinant PAFAH2, FP-rhodamine activity probe, fluorescence polarization; inhibition, % at 3.39 µM; 340,000 tested, 0.99% active; AID 492956;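 active means inhibition above the mean over all tested compounds plus 3 SD, cut at about 30% in these data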;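 further: inhibitors block probe labeling of enzyme so polarization drops; 0% = enzyme with DMSO and 100% = wells lacking PAFAH2 protein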
LYPLA1 inh: blocks human lysophospholipase 1, a PME1 counter-screen | O75608 | recombinant LYPLA1, FP-Rh probe fluorescence polarization | inhibition, % at 5.9 µM | 320,000 tested, 0.16% active | AID 2174;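 active means inhibition above the mean of all tested compounds plus 3 SD, set per campaign, cut at about 14% in these data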;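 further: inhibitors block serine hydrolase probe labeling of LYPLA1 so polarization falls; 0% = enzyme with DMSO and 100% = wells lacking LYPLA1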
* hit, by the source's call; . = not tested or not shown. This is a subset; count on the stated rates, not on these rows.

SMILES | GSTO1 counter | EBNA-1 inh | PAD4 inh | PAFAH1B3 inh | ZTA counter | PREPL inh | LYPLA2 inh | PAFAH2 FP inh | LYPLA1 inh
O=C(c1ccc(S(=O)(=O)NCC2CCCO2)cc1)N1CCc2ccccc21 (configuration not stated) | 7 | 0 | -2 | 19 | 6 | 14 | -4 | 6 | 1
N#CCCN(NC1=NS(=O)(=O)c2ccccc21)C(=O)c1ccccc1Br | -5 | 3 | 0 | 3 | -6 | -12 | 0 | -3 | 0
Cc1cc(C)c(NC2=NS(=O)(=O)c3ccccc32)c(C)c1 | -8 | 5 | 1 | 1 | -10 | 4 | -4 | -2 | -1
CC(C)(O)C(=O)N=Nc1c(O)[nH]c2ccccc12 | 5 | -1 | -4 | 7 | 7 | 2 | -3 | 1 | -2
Cc1ccn(-c2cc(O)c(-n3ccc(C)n3)cc2O)n1 | 4 | 2 | -5 | 4 | 9 | -10 | -2 | -10 | -1
COc1cc(OC)c(C(=O)O/N=C(\N)c2ccccn2)cc1OC | 2 | -1 | -4 | 13 | 2 | -2 | 8 | 1 | 3
CCCc1cc(=O)oc2cc(Oc3ncccn3)ccc12 | 5 | 8 | -8 | 0 | 11 | 4 | 4 | -4 | -1
Nn1c(CSc2nc3ccccc3o2)nnc1CSc1nc2ccccc2o1 | -4 | -5 | 0 | 2 | 2 | -14 | 3 | 1 | -1
CC(C)C(=O)NN(C(=O)C(C)C)c1nc2ccccc2s1 | 4 | 0 | 4 | 2 | -11 | -4 | -6 | 3 | 0
Cn1c(CNc2cccc(Cl)c2)nnc1SCC#N | 34 | 13 | -5 | 5 | 8 | -6 | -3 | -1 | -1
N#Cc1ccc(-c2ccc(F)cc2)nc1Sc1ccc(F)cc1 | 1 | 0 | 1 | 4 | -10 | 12 | -2 | 1 | 3
CCCCn1c(O)c(N=Nc2ccccc2O)c2ccccc21 | . | . | -1 | 11 | -3 | 10 | -1 | -11 | -7
O=C(N/N=C/c1cc(Cl)cc(Cl)c1O)c1ccncc1 | -5 | 1 | 1 | 10 | 0 | 15 | 0 | -1 | -1
COc1ccc(C(=O)Nc2cc(Cl)ccc2OC(=O)c2ccc(OC)cc2)cc1 | -7 | -3 | -4 | 3 | -1 | -3 | -9 | 45* | -4
CCN(CC(=O)NCc1cccs1)C(=O)c1cc(S(=O)(=O)N2CCCCC2)ccc1Cl | -7 | -7 | 2 | -4 | 5 | 11 | 4 | 2 | 2
Nc1cccc([N+](=O)[O-])c1 | 1 | -4 | -4 | 5 | -8 | 19 | -5 | -4 | 2
Cc1cc(OCC(=O)N2CCCC2)ccc1Cl | -8 | -10 | 1 | -3 | -10 | -4 | 6 | 7 | 2
O=C(Nc1ccc(OC(F)(F)F)cc1)Oc1ccccc1N1CCCCC1 | 9 | 1 | 0 | . | 9 | 8 | -6 | . | -3
COc1ccc(Cc2noc(CN(C)CCc3ccccc3)n2)cc1OC | 5 | 7 | -5 | 14 | -2 | 9 | 1 | 4 | 0
CN(C)S(=O)(=O)c1cccc(COc2cccnc2[N+](=O)[O-])c1 | 11 | 2 | -1 | 1 | 8 | -2 | -5 | 1 | 1
COc1ccnc(N=CNOCc2cccc(Cl)c2Cl)c1C#N | 2 | -6 | -4 | 4 | 14 | 5 | -1 | 2 | -2
COC(=O)CCC/C=C1/SCC(NC(=O)c2ccccc2)C1O (configuration not stated) | 9 | -2 | 1 | 4 | 1 | -3 | -6 | -1 | -3
CCCc1cc(C(=O)OC)c(NC(=O)OCC)s1 | 9 | -12 | 1 | 6 | -9 | 1 | 4 | 10 | -1
O=S(=O)(O)c1ccc(SCc2ccccc2)nc1 | -3 | 6 | 3 | 0 | 3 | -1 | 6 | 3 | 1
CC(=O)c1sc(C(C)(C)C)cc1NC(=O)c1ccccc1C(=O)O | -5 | -8 | -6 | . | -1 | 10 | 2 | . | 3
COC(=O)CC1SC(=O)NC1=Nc1ccc(C)cc1 (configuration not stated) | 4 | -7 | 4 | 11 | -9 | -8 | 10 | 2 | 3
CCOC(=O)c1cc2c(nc1NC(=S)NCc1ccccc1)CCCC2 | 2 | 8 | -3 | -11 | -2 | -2 | -3 | 0 | -1
Cc1cc(-c2ccc(C)c(S(=O)(=O)Nc3cccc(CN4CCCC4)c3)c2)on1 | -5 | 0 | -2 | 2 | 10 | -5 | -1 | 1 | -1
Cc1[nH]c(=O)[nH]c1C(=O)CCCCC(=O)OCC(=O)Nc1ccccn1 | -1 | 5 | -6 | 8 | -18 | 3 | 2 | 10 | 0
c1ccc(Oc2ncnc3sccc23)cc1 | 5 | -9 | 1 | 4 | 6 | -5 | 1 | 7 | -3

Brought forward from above: 3 entries, then new ones.
SMILES | GSTO1 counter | EBNA-1 inh | PAD4 inh | PAFAH1B3 inh | ZTA counter | PREPL inh | LYPLA2 inh | PAFAH2 FP inh | LYPLA1 inh
Cc1cc(-c2ccc(C)c(S(=O)(=O)Nc3cccc(CN4CCCC4)c3)c2)on1 | -5 | 0 | -2 | 2 | 10 | -5 | -1 | 1 | -1
Cc1[nH]c(=O)[nH]c1C(=O)CCCCC(=O)OCC(=O)Nc1ccccn1 | -1 | 5 | -6 | 8 | -18 | 3 | 2 | 10 | 0
c1ccc(Oc2ncnc3sccc23)cc1 | 5 | -9 | 1 | 4 | 6 | -5 | 1 | 7 | -3
COc1cccc(NC=C2C(=O)OC(C)(C)OC2=O)c1 | 1 | 9 | -1 | 3 | -2 | 5 | 13 | 2 | 2
CCN(CC(=O)NCc1cccs1)C(=O)c1ccc(S(=O)(=O)N(C)c2ccccc2)cc1 | . | . | 0 | 5 | . | -8 | . | 3 | .
CC1CCCN(S(=O)(=O)c2ccc(C(=O)Nc3ccccc3-c3nc4ccccc4[nH]3)cc2)C1 (configuration not stated) | -2 | -13 | -3 | -4 | -7 | -4 | -9 | -20 | -5
CC(C)OCCCNc1ncc2c(n1)CC(c1ccc(N(C)C)cc1)CC2=O (configuration not stated) | -10 | -9 | -2 | 10 | 1 | 7 | 0 | -1 | 1
CNC(=O)c1nnc(Cc2ccc(F)cc2)o1 | -4 | 8 | 2 | 2 | 11 | -3 | 2 | 1 | 3
CC(=O)Nc1ccc2nc(NC(=O)COc3cccc(C)c3)sc2c1 | -10 | -4 | -3 | 6 | 3 | -14 | 5 | 7 | 0
Cc1cc(C)c2nc(SCC(=O)Nc3cc(C)on3)c(C#N)cc2c1 | -1 | 5 | 3 | -4 | 2 | 7 | -9 | 7 | -3
O=C(CN1CCN(c2ccccc2O)CC1)NCCCc1ccccc1 | 4 | 2 | 2 | 10 | 1 | -31 | 7 | -1 | 3
CCN1CCN(c2ccc(S(=O)(=O)N3CCCCC3)cc2NC(=O)Cc2c(F)cccc2Cl)CC1 | -1 | -8 | 2 | -6 | 2 | 17 | 2 | 11 | 0
COc1ccc(N2C(=O)CC(N3CCN(S(=O)(=O)c4ccc(Cl)cc4)CC3)C2=O)cc1 (configuration not stated) | 1 | -14 | -4 | 4 | 2 | 16 | -1 | 5 | 1
CC(C)CCNC(=O)C(C)N(Cc1ccc(F)cc1)C(=O)c1ccc(CN2CCOCC2)o1 (configuration not stated) | -2 | 0 | -4 | -3 | -19 | 12 | 2 | -7 | 2
Cc1ccc(S(=O)(=O)NC(CC(=O)N2CCOCC2)c2ccco2)cc1 (configuration not stated) | -9 | -12 | -2 | 7 | -3 | 10 | 5 | -1 | -1
O=C1CC(c2ccc(F)cc2)C2=C(CCCC2=O)N1 (configuration not stated) | -2 | -8 | 2 | 10 | 9 | -9 | 5 | 4 | 2
O=C(Cc1ccccc1)N/N=C/c1ccc(Cl)cc1Cl | -7 | -4 | 2 | -2 | -1 | 6 | -4 | 2 | 0
CCN(CC)CCCOc1ccc(Cl)c(Cl)c1 | 6 | -13 | -2 | 1 | 11 | 22 | 2 | 4 | 0
Cc1nnc(SCC(=O)N2CC(C)OC(C)C2)n1-c1ccccc1 (configuration not stated) | 4 | -10 | 2 | 7 | -18 | 13 | 5 | 5 | 1
CS(=O)(=O)N(CC(=O)NC1CCCC1)c1cccc(F)c1 | 2 | -18 | -6 | 19 | -7 | 3 | -2 | 0 | -1
Cc1cccc(NC(=O)COC(=O)CSc2ccccc2)c1C | . | . | 1 | 3 | 6 | -2 | 4 | 4 | 2
CC(NC(=O)Cn1nc(C(F)(F)F)c2c1CCC2)c1ccccc1 (configuration not stated) | 14 | 6 | 1 | 5 | -10 | 8 | -4 | -8 | -2
COc1ccc(CCNC(=O)CCC(=O)N2CCN(S(=O)(=O)c3ccc(Cl)cc3)CC2)cc1OC | 10 | 2 | -2 | 9 | 10 | 4 | -2 | -3 | 0
CCOC(=O)c1cnc2c(Cl)cccc2c1NCCCN1CCOCC1 | -4 | 5 | 0 | 3 | -6 | 0 | 3 | 3 | -3
O=C1CC(c2ccco2)CC(O)=C1C=NCCO (configuration not stated) | -2 | 3 | 1 | 3 | 4 | 3 | -1 | 5 | -1
O=C(CSC1=NCCS1)N1CCc2ccccc21 | -4 | -4 | 1 | 8 | -7 | 1 | -2 | 8 | 3
COc1ccccc1NCN1C(=O)CCC1=O | -1 | -6 | 3 | -4 | -20 | 7 | 5 | -2 | 0

Look-ups from the results shown.
For PAFAH1B3 inh, `CC(NC(=O)Cn1nc(C(F)(F)F)c2c1CCC2)c1ccccc1` (configuration not stated) is entered as 5
For EBNA-1 inh, `CS(=O)(=O)N(CC(=O)NC1CCCC1)c1cccc(F)c1` is entered as -18
For PREPL inh, `COc1ccc(CCNC(=O)CCC(=O)N2CCN(S(=O)(=O)c3ccc(Cl)cc3)CC2)cc1OC` is entered as 4
For ZTA counter, `CCOC(=O)c1cnc2c(Cl)cccc2c1NCCCN1CCOCC1` is entered as -6
For GSTO1 counter, `COc1ccccc1NCN1C(=O)CCC1=O` is entered as -1
For EBNA-1 inh, `O=C(CSC1=NCCS1)N1CCc2ccccc21` is entered as -4

3 entries from above, with each value named.
O=C1CC(c2ccco2)CC(O)=C1C=NCCO (configuration not stated)
  GSTO1 counter = -2
  EBNA-1 inh = 3
  PAD4 inh = 1
  PAFAH1B3 inh = 3
  ZTA counter = 4
  PREPL inh = 3
  LYPLA2 inh = -1
  PAFAH2 FP inh = 5
  LYPLA1 inh = -1
Cc1cccc(NC(=O)COC(=O)CSc2ccccc2)c1C
  GSTO1 counter = .
  EBNA-1 inh = .
  PAD4 inh = 1
  PAFAH1B3 inh = 3
  ZTA counter = 6
  PREPL inh = -2
  LYPLA2 inh = 4
  PAFAH2 FP inh = 4
  LYPLA1 inh = 2
COc1ccc(CCNC(=O)CCC(=O)N2CCN(S(=O)(=O)c3ccc(Cl)cc3)CC2)cc1OC
  GSTO1 counter = 10
  EBNA-1 inh = 2
  PAD4 inh = -2
  PAFAH1B3 inh = 9
  ZTA counter = 10
  PREPL inh = 4
  LYPLA2 inh = -2
  PAFAH2 FP inh = -3
  LYPLA1 inh = 0

Screens (PubChem)
